# High-throughput results: PubChem BioAssay, several laboratories
# KKLEB tox: reduces viability of KKLEB cystic fibrosis airway cells. AID 602141. 360,000 tested, 0.36% active. KKLEB CF airway cells viability, ATPlite luminescence, overnight; hits give low values; cells stimulated with P. aeruginosa culture filtrate. activity change (cytotoxicity), % at 5 µM;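 active means corrected activity change at or below -50% at 5 µM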
# aDG glyco act: alpha-DG glycosylation activation | 360,000 tested, 0.22% active | Pro5-aDG cells, alpha-DG glycosylation AlphaScreen (IIH6); 0% Pro5, 100% B10-LARGE cell signal | activation, % at 10 µM;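 active means activation of at least 8% versus controls, or a plate z-score of at least 8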;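 further: Pro5 are CHO cells carrying HIG-tagged alpha-DG that lacks glycosylation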
# Shn3 inh set2: Schnurri-3 reporter inhibition in Clone20 osteoblasts | Clone20 osteoblast Shn3 3'UTR firefly luciferase, 24 h | inhibition, % at 12.5 µM | 360,000 tested, 0.52% active | AID 588674;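 active means mean inhibition of at least 75% with every replicate also reaching 75%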;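 further: 0% = median of neutral control wells and 100% = pilot-screen positive control compound; some compounds past the cut are filed as inactive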
# iPSC survival up: enhancers of human iPSC single-cell survival | AID 602274 | survival enhancement, % at 20 µM | 360,000 tested, 0.044% active | hiPSC single-cell survival, ATPlite luminescence; 100% = ROCK inhibitor wells, 0% = DMSO; in the data active means survival enhancement above about 18%;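 further: cells exposed to compounds for 16 hours before the ATP read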
# TRPM1 prom inh: reduces MITF-dependent TRPM1 promoter luciferase signal. SK-MEL-5 TRPM1 promoter luciferase, 24 h. inhibition, % at 12.5 µM. 330,000 tested, 0.83% active;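 active means mean inhibition across replicates of 60% or more, whatever share of single replicates reaches that level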; further: values of inactives mirror those of a sister screen read the other way
# HIF-2a block: HIF-2a inhibition; 786-0 RCC cells HIF-2a reporter, luciferase luminescence, overnight; 360,000 tested, 0.72% active; inhibition, % at 18.8 µM;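 active means inhibition of the luminescence signal of 40% or more relative to plate controls, in a single-dose primary screen at 18.75 µM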
# CF NFkB inh: blocks PAF-induced NF-kB reporter in cystic fibrosis cells; KKLEB NF-kB-GFP reporter, GFP fluorescence overnight; inhibition, % at 5 µM; 360,000 tested, 0.86% active; AID 588850;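 active means at least 50% inhibition at 5 µM, scaled per plate between neutral and stimulator controls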;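 further: PAF is a Pseudomonas aeruginosa culture filtrate used as stimulus; plate controls were PAF-stimulated DMSO wells for no effect and unstimulated DMSO wells for full effect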
# NR2E3 ag-1: NR2E3 (human) agonism | Q9Y5X4 | GST-NR2E3/biotin-RetCOR TR-FRET, 1536-well | inhibition of corepressor binding, % at 4.78 µM | 320,000 tested, 0.12% active | AID 2300;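 active means percent inhibition above the cutoff of mean plus 3 SD of all tested compounds, set per screening campaign, cut at about 20% in these data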;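 further: 0% = DMSO wells and 100% = biotin wells as full block of FRET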
# Target sequence (Q9Y5X4 whole entry, looked up): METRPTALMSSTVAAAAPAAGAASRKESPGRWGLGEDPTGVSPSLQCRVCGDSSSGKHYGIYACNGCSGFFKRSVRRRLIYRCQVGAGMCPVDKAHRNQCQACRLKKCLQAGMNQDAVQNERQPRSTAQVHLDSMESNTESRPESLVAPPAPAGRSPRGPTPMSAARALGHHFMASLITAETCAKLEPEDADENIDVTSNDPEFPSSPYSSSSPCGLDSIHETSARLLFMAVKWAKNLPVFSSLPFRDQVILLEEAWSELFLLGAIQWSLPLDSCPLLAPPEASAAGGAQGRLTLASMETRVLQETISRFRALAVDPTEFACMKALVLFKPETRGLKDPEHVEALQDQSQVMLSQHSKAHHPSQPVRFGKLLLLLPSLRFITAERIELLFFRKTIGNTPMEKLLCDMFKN
#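 System: GST-tagged NR2E3 plus biotinylated RetCOR corepressor; Buffer or medium: pH 7.5 Tris-based buffer; Probe or stimulus: RetCOR corepressor, biotinylated, 7 nM; Doses: compound at 4.8 µM, single dose; Schedule: 5 h incubation at 4 °C; Technique: time-resolved FRET; Evaluation: percent inhibition of TR-FRET ratio; Replication: one well per compound, singlicate testing.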
# NR2E3 ag-2: activates human NR2E3 receptor | Q9Y5X4 | CHO-S Gal4-NCOR/VP16-NR2E3 two-hybrid, luciferase | inhibition of corepressor binding, % at 3.98 µM | 360,000 tested, 0.35% active | AID 602229;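 active means inhibition above the mean of all tested compounds plus 3 SD, cut at about 70% in these data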;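 further: 0% = DMSO with NR2E3 transfected cells and 100% = cells lacking NR2E3 construct; higher means lower luciferase signal from less NR2E3 corepressor binding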
# TWEAK Fn14 block: inhibitors of TWEAK-Fn14 interaction signaling; TWEAK-stimulated Fn14 reporter cells, luciferase luminescence, 8 h; inhibition, % at 10 µM; 360,000 tested, 2% active; in the data active means inhibition above about 50%
# Peg3 prom inh: inhibitors of Peg3 promoter | HeLa PEG-Prom luciferase reporter, luminescence, overnight | inhibition, % at 20 µM | 360,000 tested, 1.7% active;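 active means inhibition of at least 50% at 20 µM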
# The depositor's hits bear a star; nt = no result given. Random draw from the library, and some 4.4% of all compounds hit somewhere here.
canonical_smiles	KKLEB tox	aDG glyco act	Shn3 inh set2	iPSC survival up	TRPM1 prom inh	HIF-2a block	CF NFkB inh	NR2E3 ag-1	NR2E3 ag-2	TWEAK Fn14 block	Peg3 prom inh
O=C(CCN1C(=O)C2C3C=CC(C3)C2C1=O)N1CCN(c2cccc(Cl)c2)CC1 (stereo not drawn)	-2	0.4	17	3.8	-3	7	10	5	2	7	8
CCOc1nc(N=C(N)N)nc2c(C)cccc12	-6	-0.4	21	-0.7	22	20	-20	1	18	-11	14
CCOc1ccccc1OC(=O)c1ccco1	5	-0.1	0	-2.3	0	4	-7	0	-4	15	6
CC(O)(CS(=O)(=O)Cc1ccccc1)C(=O)Nc1cccc(C(F)(F)F)c1 (stereo not drawn)	-10	0.0	-7	0.4	-3	17	13	4	-10	5	17
Cc1ccc2oc(-c3cccc(NC(=O)c4cc(-n5cnnc5)ccc4Cl)c3)nc2c1	-1	-0.1	46	-2.4	12	-103	-5	4	-26	0	-5
COc1ccc2c(c1)C1(C)CC(C)(C)N2C(=O)N1c1ccccc1 (stereo not drawn)	-8	1.2	9	-0.3	5	22	9	-5	15	11	13
COC(=O)[C@]12CCCCC=C1N(Cc1ccco1)C(=O)[C@H](CC(=O)N1CCCCC1)C2	nt	0.3	nt	-0.8	nt	-12	nt	nt	-4	6	nt
CCOC(=O)Cn1c(=O)c2c(nc3n2CCN3Cc2ccccc2)n(C)c1=O	-5	1.4	1	2.3	2	3	16	2	-8	-6	3
COc1ccc(C2=NS(=O)(=O)N(C)C(C(=O)Nc3ccc4c(c3)OCO4)=C2)cc1OC	-17	-0.1	22	1.0	nt	-46	-9	8	18	-5	2
CCn1c(SCC(=O)NC2CCCCC2)nc2ccccc2c1=O	4	-0.2	-12	-0.6	-9	16	19	2	-28	11	1
O=C1CCCC2=C1C1(CCCC1)N=C(Nc1nc3ccccc3s1)N2	-10	-0.4	-19	-1.6	2	-100	-10	-2	-29	5	-18
CC(C)Cn1c(O)c(/C=C2\C=NN=C2c2ccccc2)sc1=S	5	-0.5	49	-1.5	-11	-1	45	-2	-13	43	-1
Cc1ccc(NC2CC(C)NC(=S)N2)cc1 (stereo not drawn)	0	-0.2	3	-0.2	-4	10	-12	1	-22	0	4
O=C(c1ccc(N2CCOCC2)nc1)N1CCOCC1	0	-0.1	-15	-1.1	8	-10	4	1	-3	8	0
FC(F)(F)c1ccccc1-c1nc(-c2ccncc2)no1	-3	0.1	8	0.1	-74	-77	-6	2	-25	-14	-64
COc1ccc(-n2c(C)cc(C(=O)COC(=O)Cc3n[nH]c(=O)c4ccccc34)c2C)cc1	0	1.5	65	-1.0	4	16	-14	-2	19	26	14
Cc1nc(C(=O)NC2CC2)sc1C1(C)CC(c2ccccc2)=NO1 (stereo not drawn)	-4	-0.2	-7	5.3	-9	-69	-10	-2	-15	4	-52
O=C(COC(=O)c1ccc([N+](=O)[O-])o1)Nc1ncc(Cl)cc1Cl	6	0.3	-14	1.2	2	-11	-5	nt	11	1	-8
NC(=O)CN1CCCC1c1ccc2c(c1)OCCO2 (stereo not drawn)	9	-0.1	11	0.3	4	1	-8	7	-1	0	19
CC(=O)N/C(=C\c1cccc([N+](=O)[O-])c1)C(=O)NC(C)C	-8	-0.1	1	-0.6	6	21	4	0	-11	-12	18
O=C(c1ccc(Cl)s1)N1CCc2ccccc21	0	0.1	-131	-1.7	-67	-405	-35	-2	-61	-17	-291
COc1c(O)cc2oc(-c3ccc(O)cc3)cc(=O)c2c1O	-8	-0.5	-46	-2.4	-34	-304	8	-4	-71	20	-205
O=C(CSc1nn(-c2ccc(Cl)cc2)c(=S)s1)NCC1CCCO1 (stereo not drawn)	-4	0.3	-3	0.3	-5	12	19	-1	-2	5	-2
Cc1ccc(CS(=O)(=O)Cc2ccc(C(=O)NCCc3ccccc3)o2)cc1	-3	0.5	11	0.4	4	10	-2	3	-48	-2	8
CCc1cc(-c2n[nH]c(C)c2-c2ccccc2Cl)c(O)cc1OC	-8	0.0	5	0.3	-5	21	14	5	-60	20	28
COc1ccc(NC(=O)C2CCN(S(C)(=O)=O)CC2)cc1OC	0	-0.2	-3	1.8	-6	12	6	1	-2	9	22
O=C(c1cccc(F)c1)N1CCN(Cc2cccc(Br)c2)CC1	-2	0.0	1	-0.7	-6	13	18	-2	1	-21	12
Cc1ccc(NC(=O)c2c(C(F)(F)F)nn(C)c2SCc2ccc(Cl)cc2)cc1C	7	0.6	14	-0.5	-13	-111	-10	0	-20	-20	-33
CCOc1ccc(/C=C(\C(=O)O)c2ccc(S(=O)(=O)N3CCOCC3)s2)cc1OC	6	-0.2	-13	2.9	-10	10	3	-4	0	7	12
COc1ccc(CC(N)c2csc(NC(=O)c3ccc(OC)cc3)n2)cc1 (stereo not drawn)	-7	0.9	4	1.2	nt	-6	0	nt	12	12	16
COc1ccc(CC(=O)Nc2cc(=O)n(C)c(=O)n2C)cc1	-6	0.2	-10	0.2	-1	7	-2	0	-12	1	-16
CCOc1ccc(/C=C(/NC(=O)c2ccccc2Cl)C(=O)O)cc1	3	1.2	12	-0.3	3	14	16	2	-32	10	-3
C=CCn1c(SCC(=O)NCc2cccs2)nnc1C1CCCCC1	3	-0.2	0	-0.1	0	5	-16	1	-25	18	14
CC(C)CC(=O)NC(NC(=S)Nc1ccccc1)C(Cl)(Cl)Cl (stereo not drawn)	-1	0.7	5	-0.5	-12	8	-7	1	13	-4	6
CC(=O)c1cccc(NC(=O)c2ccc(S(=O)(=O)N3CCCC3)cc2)c1	-2	0.0	8	-0.5	7	7	17	2	-28	16	1
CCCCOc1ccc(S(=O)(=O)N2CCN(C)CC2)cc1	7	-0.1	-91	1.1	-73	-316	-9	5	-14	0	-331
O=C(CSc1ncn[nH]1)Nc1ccnc2ccccc12	-2	0.1	17	6.8	nt	13	-4	-1	12	19	7
COC(=O)CSc1ccc2c(N)c(C(=O)OC)sc2c1	3	-0.2	2	-2.5	4	18	8	3	-25	-6	3
CC1Sc2ccc(S(=O)(=O)CCC(=O)Nc3cc(F)ccc3F)cc2NC1=O (stereo not drawn)	19	-0.1	-48	-0.5	6	1	-17	4	-22	-5	19
CCC(C)NC(=O)COc1ccc(Br)c(C)c1 (stereo not drawn)	12	3.5	1	-2.3	-29	-54	-27	-1	-25	3	-41

# Next compounds.
# Results follow in this order: KKLEB tox | aDG glyco act | Shn3 inh set2 | iPSC survival up | TRPM1 prom inh | HIF-2a block | CF NFkB inh | NR2E3 ag-1 | NR2E3 ag-2 | TWEAK Fn14 block | Peg3 prom inh
COCCCn1c(=O)c2sccc2n(Cc2cccc(F)c2)c1=O
 : -2 | -0.1 | 6 | -0.5 | 3 | 13 | 6 | 7 | -1 | -4 | 13
O=c1[nH]ncc(N2CCCCCC2)c1Cl
 : -13 | -0.6 | -2 | 1.0 | 8 | 2 | 10 | 8 | -11 | -7 | 1
CC(=O)N=C1SC2CS(=O)(=O)CC2N1c1c(Cl)cccc1Cl (stereo not drawn)
 : -3 | 0.0 | 7 | 4.1 | 4 | 11 | 15 | 0 | 13 | 1 | 16
CC1(CCc2ccc3c(c2)OCO3)NCCc2c1[nH]c1ccccc21 (stereo not drawn)
 : -2 | 1.2 | -9 | -0.7 | -11 | 20 | -9 | -4 | -6 | 4 | 45
COc1cc(-c2nnc(SCC(=O)Nc3ccc4c(c3)OCCO4)o2)cc(OC)c1OC
 : -3 | -0.2 | -11 | 1.5 | -1 | -31 | 8 | -3 | -12 | -13 | -20
COc1cc(Br)cc2cc(C(=O)N3CCN(c4ccccn4)CC3)c(=O)oc12
 : -7 | -0.2 | -5 | -2.5 | 1 | 15 | 11 | 0 | -16 | 9 | 8
Cc1cccc(C)c1NC(=O)CN(C)C(=O)c1ccc2nc[nH]c2c1
 : -2 | 0.0 | -1 | 0.0 | 4 | 12 | 16 | 1 | 11 | 3 | 16
Cc1ccc(NC(=O)c2ccc(CNS(=O)(=O)c3cccc(C(F)(F)F)c3)cc2)cc1
 : -1 | -0.2 | 13 | 2.1 | -24 | 5 | 11 | 1 | -5 | -22 | 11
COc1ccc(CCN2C(=O)C3C4C=CC(C5CC45)C3C2=O)cc1OC (stereo not drawn)
 : 6 | 0.0 | 13 | 1.1 | 3 | 1 | -17 | 1 | 5 | 12 | 11
COc1ccccc1/C=C/C(=O)Nc1cccc(C(C)=O)c1
 : 13 | 0.0 | -29 | 0.3 | -26 | -166 | -27 | 0 | -11 | 16 | -145
CCOc1ccc(CCNC(=O)COC(=O)c2ccc(Cl)nc2)cc1OCC
 : 6 | -0.2 | 10 | 1.6 | 3 | 10 | -2 | -1 | 14 | -7 | 9
CCN(C(=O)Cc1c(C(=O)O)n(CC)c2ccccc12)c1ccccc1C
 : 3 | 1.7 | 13 | 0.3 | -1 | 8 | 10 | 6 | 18 | 29 | 11
O=[N+]([O-])c1cccc(C(=NCc2ccccc2)NO)c1
 : 3 | -0.1 | -7 | -0.5 | 1 | -7 | -5 | nt | -39 | -8 | -32

# Three of the compounds above, field by field.
Cc1ccc(NC(=O)c2ccc(CNS(=O)(=O)c3cccc(C(F)(F)F)c3)cc2)cc1
  KKLEB tox: -1	aDG glyco act: -0.2	Shn3 inh set2: 13	iPSC survival up: 2.1	TRPM1 prom inh: -24	HIF-2a block: 5	CF NFkB inh: 11	NR2E3 ag-1: 1	NR2E3 ag-2: -5	TWEAK Fn14 block: -22	Peg3 prom inh: 11
COc1ccc(CCN2C(=O)C3C4C=CC(C5CC45)C3C2=O)cc1OC (stereo not drawn)
  KKLEB tox: 6	aDG glyco act: 0.0	Shn3 inh set2: 13	iPSC survival up: 1.1	TRPM1 prom inh: 3	HIF-2a block: 1	CF NFkB inh: -17	NR2E3 ag-1: 1	NR2E3 ag-2: 5	TWEAK Fn14 block: 12	Peg3 prom inh: 11
COc1ccccc1/C=C/C(=O)Nc1cccc(C(C)=O)c1
  KKLEB tox: 13	aDG glyco act: 0.0	Shn3 inh set2: -29	iPSC survival up: 0.3	TRPM1 prom inh: -26	HIF-2a block: -166	CF NFkB inh: -27	NR2E3 ag-1: 0	NR2E3 ag-2: -11	TWEAK Fn14 block: 16	Peg3 prom inh: -145

# Record cards, as listed above.
# Cc1nc(C(=O)NC2CC2)sc1C1(C)CC(c2ccccc2)=NO1 (stereo not drawn) across the screens: KKLEB tox: -4; aDG glyco act: -0.2; Shn3 inh set2: -7; iPSC survival up: 5.3; TRPM1 prom inh: -9; HIF-2a block: -69; CF NFkB inh: -10; NR2E3 ag-1: -2; NR2E3 ag-2: -15; TWEAK Fn14 block: 4; Peg3 prom inh: -52
# CCc1cc(-c2n[nH]c(C)c2-c2ccccc2Cl)c(O)cc1OC across the screens: KKLEB tox: -8; aDG glyco act: 0.0; Shn3 inh set2: 5; iPSC survival up: 0.3; TRPM1 prom inh: -5; HIF-2a block: 21; CF NFkB inh: 14; NR2E3 ag-1: 5; NR2E3 ag-2: -60; TWEAK Fn14 block: 20; Peg3 prom inh: 28
